MITF inh: blocks human microphthalmia-associated transcription factor. O75030. AlphaScreen MITF homodimerization, bead proximity signal. inhibition, % at 2.6 µM. hit rate 0.91% among 650,000; in the data active = inhibition above about 50%;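 also: 0% = vehicle wells with protein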
Target sequence (O75030 whole entry, looked up): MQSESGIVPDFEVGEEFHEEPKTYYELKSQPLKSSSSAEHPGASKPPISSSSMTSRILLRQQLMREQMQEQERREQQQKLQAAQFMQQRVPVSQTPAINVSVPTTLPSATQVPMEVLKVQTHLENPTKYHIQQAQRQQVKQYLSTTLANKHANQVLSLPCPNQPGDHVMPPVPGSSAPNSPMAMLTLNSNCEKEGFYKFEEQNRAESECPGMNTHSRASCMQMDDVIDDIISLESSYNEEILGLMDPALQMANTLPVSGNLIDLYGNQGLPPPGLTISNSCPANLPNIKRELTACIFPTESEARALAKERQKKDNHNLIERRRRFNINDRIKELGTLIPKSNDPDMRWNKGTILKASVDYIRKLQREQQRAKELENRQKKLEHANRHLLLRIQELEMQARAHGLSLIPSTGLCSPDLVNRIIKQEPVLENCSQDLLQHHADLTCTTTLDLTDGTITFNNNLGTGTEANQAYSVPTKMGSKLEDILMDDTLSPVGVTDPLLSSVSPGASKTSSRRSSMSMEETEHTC
GPR151 activ: human GPR151 activation | Q8TDV0 | PathHunter beta-arrestin GPR151 cells, luminescence | activation, % at 11.2 µM | hit rate 1% among 650,000 | AID 1508602; in the data active = activation above about 4.9%;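 also: 0% = median of compound wells and 100% = cells with positive control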
Target sequence (Q8TDV0 whole entry, looked up): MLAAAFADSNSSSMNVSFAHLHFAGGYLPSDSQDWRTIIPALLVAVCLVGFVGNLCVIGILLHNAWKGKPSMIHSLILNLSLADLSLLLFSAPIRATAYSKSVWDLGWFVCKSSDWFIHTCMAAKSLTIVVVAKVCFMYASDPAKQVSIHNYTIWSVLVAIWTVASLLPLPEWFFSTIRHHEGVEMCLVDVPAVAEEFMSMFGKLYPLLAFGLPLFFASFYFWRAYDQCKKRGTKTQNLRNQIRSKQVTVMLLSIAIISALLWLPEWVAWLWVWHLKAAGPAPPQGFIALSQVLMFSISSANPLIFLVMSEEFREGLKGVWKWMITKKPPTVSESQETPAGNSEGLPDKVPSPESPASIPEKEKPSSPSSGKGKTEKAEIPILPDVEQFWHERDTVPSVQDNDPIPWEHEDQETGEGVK
FBW7 act: human FBW7 E3 ligase activation, primary screen; Q969H0; AlphaScreen FBW7–phospho-cyclin E peptide binding, activator screen; normalized activity (activation), % at 26.1 µM; hit rate 0.13% among 650,000; AID 1259310; in the data active = normalized activity above about 1.9%;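 also: purified mutant Fbw7 with reduced substrate affinity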
TEAD-YAP inh: TEAD-YAP interaction inhibition | HEK-TIYL cells, TEAD-Gal4/YAP UAS-luciferase luminescence | inhibition, % at 9.12 µM | hit rate 1.4% among 640,000 | AID 1259422; in the data active = inhibition above about 32%;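 also: 0% = median of test compound wells and 100% = reference inhibitor wells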
Numbers without * were called inactive. Random draw from the library; overall some 3.5% were active at least once.

SMILES | MITF inh | GPR151 activ | FBW7 act | TEAD-YAP inh
COc1ccc(C(C[N+](=O)[O-])c2c(-c3ccc(C)cc3)[nH]c3ccccc23)cc1OC (centres undefined) | 1 | 2.9 | 0.2 | 4
COc1cccc(CN(C)c2ncnc3sc(C)c(C)c23)c1OC | -1 | 1.7 | -0.2 | 0
Cc1cc(C)nc(Nc2ccc(Oc3ccccc3)cc2)n1 | 7 | -1.7 | -0.2 | 46*
CC(=O)C1=C(O)C(OC(=O)C2CCCN2S(=O)(=O)c2ccc(C)cc2)CCC1=O (centres undefined) | 5 | 0.4 | 0.0 | 3
COc1ccc(CNC(=O)CN2CCN(c3ccccc3O)CC2)cc1OC | -5 | 0.1 | 0.0 | 1
COc1cc(NC(=O)c2cccc(Cl)c2)ccc1NC(=O)c1cc2ccccc2o1 | 24 | -1.3 | 0.2 | 1
Cc1cc(C)cc(NC(=O)C2CC3CCCN3C23C(=O)N(C)c2ccccc23)c1 (centres undefined) | -3 | -1.3 | 0.0 | 7
CCn1ncc(C(=O)N2CCC(c3ncncc3-c3cc(C)no3)CC2)c1C | -13 | -0.4 | 0.1 | -8
O=C(CSc1nc2sc3c(c2c(=O)n1C1CCCCC1)CCCCC3)c1ccccc1 | -14 | -0.3 | -0.3 | -10
O=C(/C=C/c1cccs1)N1CCN(C/C=C/c2ccccc2)CC1 | 19 | -0.3 | 0.0 | 5
CCCN(C(=O)c1cn(CC)c(=O)c2cc(OC)c(OC)cc12)c1cccc(Cl)c1 | -6 | 1.8 | 0.0 | -5
COc1ccc(N2CCN(CC(O)COc3ccc4c(C)cc(=O)oc4c3)CC2)cc1 (centres undefined) | -13 | 2.1 | -0.1 | 14
Cc1ccccc1C(=O)O/N=C(\N)c1ccc([N+](=O)[O-])cc1 | -10 | 0.0 | -0.2 | -8
CCOc1ccc(/C=C(\NC(=O)c2ccccc2)C(=O)NCCO)c2ccccc12 | 0 | 0.1 | 0.1 | -4
Cc1csc(NC(=O)c2sc3nc4cc(C)c(C)cc4cc3c2N)n1 | 11 | -1.3 | 0.0 | -17
CCOC(=O)C1CCN(c2c(NCCN3CCCCC3C)c(=O)c2=O)CC1 (centres undefined) | 8 | -0.7 | 0.2 | -27
COc1ccc(OC)c(NC(=O)C2(S(=O)(=O)c3ccc(Cl)cc3)CC2)c1 | 18 | -1.0 | 0.1 | -11
COc1cccnc1-c1ncn(-c2ccc(Nc3nccc(-c4cc(F)cc(N5CCOCC5)c4)n3)cc2)n1 | -2 | 0.6 | -0.1 | 83*
CCOc1ccc(N2C(=O)C3C4C=CC(C4)C3C2=O)cc1 (centres undefined) | 8 | -0.3 | 0.1 | 12
COc1cc(C#N)cc(Br)c1OC | -8 | -0.5 | 0.1 | 7
O=C(c1cc(F)c(F)c(F)c1F)N(c1ccccn1)c1ccccn1 | -16 | 1.8 | -0.1 | 4
CC(=O)c1ccc2c(c1)C(C)(C)/C(=C/C(=O)c1cccs1)N2C | 13 | 2.2 | 0.1 | -7
Cc1cc(=O)c(OCc2ccccc2F)cn1CC(=O)N1CCOCC1 | 0 | 0.4 | -0.2 | -8
COC(=O)c1ccc(C(=O)OC)c(NC(=O)c2ccc(OC)cc2OC)c1 | 3 | -0.7 | -0.1 | 5
COCC(=O)NC(CC(C)C)c1nnc2n1CCN(Cc1cccc(C)c1)CC2 (centres undefined) | 5 | 2.3 | 0.4 | 10
CC(=O)Nc1ccc(S(=O)(=O)n2nc(-c3ccc(C)cc3)nc2N)cc1 | 1 | -0.3 | 0.0 | 5
N#CCNC(=O)C1c2ccccc2Oc2ccccc21 | 16 | 0.7 | 0.6 | 11
COC(=O)c1ccccc1NC1=C/C(=N/S(=O)(=O)c2ccccc2)c2ccccc2C1=O | 23 | -1.3 | 0.0 | 5
COc1ccccc1CC(=O)N1CCC(O)(c2ccccn2)CC1 | 10 | -1.1 | 1.1 | 4
O=c1c2ncccc2n(Cc2c(F)cccc2Cl)c(=O)n1Cc1ccccc1 | -6 | 1.7 | -0.1 | -1
CCc1c(C)sc(NC(=O)c2ccc(C)o2)c1C(N)=O | 1 | 0.4 | -0.2 | -47
O=c1c2ccccc2ncn1Cc1cccc([N+](=O)[O-])c1 | 0 | 0.3 | 0.0 | 6
CN1C(=O)Cc2cc(NC(=O)COc3ccccc3)ccc21 | 3 | 1.6 | 0.0 | -9
COc1cccc(CSc2ccc(S(=O)(=O)N3CCc4ccccc43)cc2C(=O)NCCCN2CCOCC2)c1OC | -5 | -0.3 | 0.0 | -14
Cc1ccc2c(c1)cc(C)c1nn(CC(=O)N3CC(C)OC(C)C3)c(=O)n12 (centres undefined) | 6 | -0.6 | 0.9 | 0
CCOc1ccc(OCCCOc2ccc(OC)cc2)cc1 | -5 | -0.4 | 0.3 | 1
COc1ccc(S(=O)(=O)NCCC(=O)NC2CCC(C)CC2)cc1 (centres undefined) | 3 | -0.9 | 0.1 | -4
Cc1cccc(Nc2ncc(F)c(N3CCCCC3)n2)c1C | 14 | -0.9 | 0.0 | 1
O=C(Nc1ccc(Br)cc1F)C1CC(=O)N(C2CCCCC2)C1 (centres undefined) | 13 | -0.4 | 0.3 | 2
COc1ccc(CNC(=O)C(=O)Nc2ccc(NC(C)=O)cc2)cc1 | 2 | 0.3 | 0.0 | 4
C/C(=C1/C(=O)N(c2ccc([N+](=O)[O-])cc2)N=C1c1ccccc1)N(C)C | 13 | -0.6 | -0.3 | -24
O=C(CCOc1ccccc1)Nc1ccnn1C1CCN(C2CCCCCC2)CC1 | 7 | -0.2 | 0.1 | 8
O=C(CN1C(=O)c2cccnc2Oc2ccc(Cl)cc21)Nc1ccccc1F | 9 | 0.2 | 0.0 | 1
Cc1cc(=O)[nH]c(SCCOc2ccc(OC(C)C)cc2)n1 | -2 | -8.5 | 0.2 | -6
c1ccc(CNc2nc(Nc3ccncc3)nc3nc[nH]c23)cc1 | -2 | 2.5 | 0.1 | 12
CCOc1c(Cl)cc(C=C2C(=O)NC(=O)NC2=O)cc1Cl | 14 | -0.3 | -0.2 | 7
CC(C)c1nnc(NC(=O)CSc2nnc(NC(=O)Cc3ccccc3)s2)s1 | -12 | -1.2 | 0.0 | -27
Cc1ccccc1N1C(=O)C(=O)/C(=C(\O)c2ccc(Cl)cc2)C1c1ccc([N+](=O)[O-])cc1 (centres undefined) | 5 | 0.3 | 0.7 | 4
COc1ccc(Nc2nc(-c3cccc([N+](=O)[O-])c3)cs2)cc1 | 10 | 2.6 | -0.3 | -38
Cc1ccccc1C(=O)Nc1cccc(N2CCCC2=O)c1 | -9 | -1.1 | 0.1 | -2
COc1ccc(O)c(CN2CCN(Cc3ccccc3F)C(CCO)C2)c1 (centres undefined) | 9 | 0.0 | -0.1 | -6
O=C(Nc1nc2ccccc2s1)c1ccccc1F | 2 | -11 | 0.6 | 87*
Nc1ncnc(Sc2ncccn2)c1[N+](=O)[O-] | 10 | 0.2 | 0.3 | 12
CC(C)OC(=O)c1ccc(COC(=O)c2cnccn2)cc1 | -12 | -1.1 | 0.2 | 6
CC(C)N(CCNC(=O)c1cccc(Nc2nccc3ccccc23)n1)C(C)C | -19 | 0.4 | 0.0 | 7
COc1ccc(C(=O)Nc2ccccc2N2CCN(C)CC2)cc1Cl | 4 | -0.6 | 0.1 | 6
Brc1ccc(C2=NN3C(C2)c2ccccc2OC3c2ccc(OCc3ccccc3)cc2)cc1 (centres undefined) | -28 | -3.3 | 0.1 | -11
C/C(=N/NC(=O)C(C)(O)c1ccccc1)c1ccc([N+](=O)[O-])o1 (centres undefined) | 25 | -0.4 | -0.2 | 11
COc1ccccc1-c1nnc(NC(=O)c2cccc(C(F)(F)F)c2)o1 | -3 | -0.7 | -0.1 | 18
O=[N+]([O-])c1ccc(N2CCN(c3ccccc3)CC2)cc1N1CCOCC1 | -2 | -2.3 | -0.2 | -9

Pulled one by one from the list above:
SMILES | MITF inh | GPR151 activ | FBW7 act | TEAD-YAP inh
Brc1ccc(C2=NN3C(C2)c2ccccc2OC3c2ccc(OCc3ccccc3)cc2)cc1 (centres undefined) | -28 | -3.3 | 0.1 | -11
C/C(=N/NC(=O)C(C)(O)c1ccccc1)c1ccc([N+](=O)[O-])o1 (centres undefined) | 25 | -0.4 | -0.2 | 11

Carrying on:
SMILES | MITF inh | GPR151 activ | FBW7 act | TEAD-YAP inh
CCOc1ccccc1NC(=O)CSC1CC(=O)N(c2ccc(C)cc2C)C1=O (centres undefined) | 5 | -1.4 | -0.1 | 3
COc1ccc(N2CCN(C(=O)c3ccc(Sc4ccccc4Cl)c([N+](=O)[O-])c3)CC2)cc1 | 21 | -1.6 | -0.5 | -15
Cc1ccc(-c2csc(/C(C#N)=C/c3ccccc3[N+](=O)[O-])n2)cc1 | 7 | 1.3 | -0.1 | -5
Cc1cccc(Cn2c(=O)n(CCCCC(=O)NCc3ccc4c(c3)OCO4)c(=O)c3ccccc32)c1 | 9 | 2.1 | 0.0 | 6
CCOc1ccccc1CN1C(=O)NC2(CCCCCC2)C1=O | -10 | 0.7 | 0.0 | -1
CCOC(=O)C1=C(C)N=c2sc(=C(C)C)c(=O)n2C1c1ccccc1 (centres undefined) | 33 | 0.0 | 0.9 | 9
COc1ccc(/C(N)=N/OC(=O)COc2ccc(Br)cc2)cc1OC | -5 | 0.9 | -0.1 | -4
CCC(=O)Nc1cc(NC(=O)CSc2ncc(-c3ccccc3)n2C)ccc1C | 20 | 2.8 | 0.1 | -6
CCCCCC1=NN(C(=O)c2ccccc2)C(O)(C(F)(F)F)C1 (centres undefined) | -2 | 1.2 | 0.0 | -24
O=C(Nc1cccnc1)C1CCCN(c2ncccn2)C1 (centres undefined) | 5 | 0.7 | -0.1 | 12
CN(Cc1ccccc1)S(=O)(=O)c1ccc(F)c(C(=O)Nc2ccc(Br)cc2F)c1 | 9 | -0.7 | 0.1 | 0
COc1ccc(Cn2nnnc2C(c2ccc3ncccc3c2)N2CCSCC2)cc1 (centres undefined) | 2 | -0.2 | 0.0 | -10
Oc1c(Cl)c(Cl)c(O)c2nsnc12 | 10 | -0.8 | -0.1 | 4
O=C(CN1CCOCC1)NCC1COc2ccccc2O1 (centres undefined) | 0 | 1.0 | 0.0 | 9
CN(C1(C)CCS(=O)(=O)C1)S(=O)(=O)c1cccs1 (centres undefined) | 11 | 1.1 | 0.0 | -3
Cc1ccc2nc(NCCNC(=O)c3ccc(F)cc3)c(C#N)cc2c1 | -1 | -1.0 | 0.0 | -15
Cc1cccc(-n2c(SCC(N)=O)nnc2-c2ccoc2C)c1 | 14 | -1.0 | 0.0 | -2
CCOC(=O)c1c(C)oc2ccc(N(C(=O)c3ccc(C)cc3)S(=O)(=O)c3ccc(C)cc3)cc12 | 5 | 5.0* | -0.2 | -7
CCCOc1ccc(-c2nc3ccc(Br)cc3c(=O)o2)cc1 | -5 | -1.3 | 0.0 | -10
O=C1NC2(CCOc3ccccc32)C(=O)N1CC(=O)N1CCc2ccccc21 (centres undefined) | -11 | 0.3 | 0.1 | 1
Nc1c(C(=O)Nc2nc3ccccc3s2)sc2[nH]c(=O)c(C(=O)O)cc12 | -11 | -0.3 | 0.0 | -39
O=C(Nc1ccc(C(=O)N2CCCCC2)cc1)c1cccc(I)c1 | -4 | -0.6 | 0.4 | -17
Cc1cccc(-n2nc([N+](=O)[O-])c(=Nc3cccc(Cl)c3)n2O)c1 | 56* | -0.3 | 0.4 | 16
CC(=O)NC(=S)Nc1ccc(Oc2ccccc2)cc1 | 18 | -0.1 | 0.1 | -35
COc1ccc(N2C(=N)S/C(=C\c3ccc(-c4ccc5c(c4)C(=O)NC5=O)o3)C2=O)cc1 | -1 | 1.9 | -0.1 | 12
CCOC(=O)Nc1noc2ccccc12 | -12 | -1.2 | 0.2 | -17
COc1ccc(N2CCN(S(=O)(=O)c3ccccc3[N+](=O)[O-])CC2)cc1 | -1 | 0.6 | 0.1 | -10
CC(C)=CCN1CCNC(=O)C1CC(=O)N1CCCCO1 (centres undefined) | 14 | -0.7 | 0.3 | -3
O=[N+]([O-])c1cccc(CSc2nc3ccccc3c3nc(-c4ccccc4)nn23)c1 | 6 | -1.6 | 0.0 | 1
CCn1c(SCC(=O)Nc2ccc3c(c2)OCO3)nnc1-c1ccccc1O | -4 | 1.0 | 0.1 | 13

Molecules listed so far that have an aryl thioether with sulfur outside any ring:
SMILES | MITF inh | GPR151 activ | FBW7 act | TEAD-YAP inh
O=C(CSc1nc2sc3c(c2c(=O)n1C1CCCCC1)CCCCC3)c1ccccc1 | -14 | -0.3 | -0.3 | -10
COc1cccc(CSc2ccc(S(=O)(=O)N3CCc4ccccc43)cc2C(=O)NCCCN2CCOCC2)c1OC | -5 | -0.3 | 0.0 | -14
Cc1cc(=O)[nH]c(SCCOc2ccc(OC(C)C)cc2)n1 | -2 | -8.5 | 0.2 | -6
CC(C)c1nnc(NC(=O)CSc2nnc(NC(=O)Cc3ccccc3)s2)s1 | -12 | -1.2 | 0.0 | -27
Nc1ncnc(Sc2ncccn2)c1[N+](=O)[O-] | 10 | 0.2 | 0.3 | 12
COc1ccc(N2CCN(C(=O)c3ccc(Sc4ccccc4Cl)c([N+](=O)[O-])c3)CC2)cc1 | 21 | -1.6 | -0.5 | -15
CCC(=O)Nc1cc(NC(=O)CSc2ncc(-c3ccccc3)n2C)ccc1C | 20 | 2.8 | 0.1 | -6
Cc1cccc(-n2c(SCC(N)=O)nnc2-c2ccoc2C)c1 | 14 | -1.0 | 0.0 | -2
O=[N+]([O-])c1cccc(CSc2nc3ccccc3c3nc(-c4ccccc4)nn23)c1 | 6 | -1.6 | 0.0 | 1
CCn1c(SCC(=O)Nc2ccc3c(c2)OCO3)nnc1-c1ccccc1O | -4 | 1.0 | 0.1 | 13
